Source: PubChem BioAssay (National Center for Advancing Translational Sciences (NCATS))
A-T KAP1 phos: potential ataxia-telangiectasia treatment; […] A-T fibroblasts, KAP-1 phosphorylation AlphaLISA; neocarzinostatin DNA damage 30 min before lysis; Potency, µM (titrated, usually from 57.5 µM), for the others: at the top dose activation, hits mostly activators; actives 0.19% (n = 320,000); AID 485349; further: potency means the concentration at half of the fitted maximal effect; % of control where 0% means no effect; nearly all actives have a fitted effect of over 45% in size
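ATM-like activity read as KAP-1 phosphorylation via AlphaLISA donor/acceptor antibody pairs after lysis and 6 hr at 25C. Cells were ATM-null patient fibroblasts ([…], hTERT), dosed 60 min, then exposed to the DSB inducer NCS for 30 min.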
ELG1 DNA repair: inhibitors of ELG1-dependent DNA repair in HEK293T cells. HEK293T ELG1-luciferase reporter, luminescence, 16 h; DNA damage induced by 5-fluorouridine. Potency, µM (top dose mostly 46.1 µM), for inactives: top-dose activity change, negative = inhibition, most hits filed as inhibitors. actives 2.3% (n = 330,000). AID 504467; further: potency means the concentration at half of the fitted maximal effect; on the % scale 0 is the no-effect control and ±100 the full control effect; nearly all actives have a fitted effect of over 55% in size
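Quantitative HTS, concentration-response format. 2,000 cells/well co-treated with 5-fluorouridine and compound, 16 hr in 5% CO2 at 37 °C; ONE-Glo luminescence read after 30 min.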
Eya2 inh: Eya2 (human) phosphatase inhibition; O00167; recombinant Eya2, OMFP fluorescence dephosphorylation (OMFP is methylfluorescein phosphate); Potency, µM (highest dose often 76.9 µM), for the others: at the top dose activity, negative = inhibition, usual class: inhibitors; actives 0.006% (n = 330,000); AID 488837; further: potency means the concentration at half of the fitted maximal effect; on the % scale 0 is the no-effect control and ±100 the full control effect
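Eya2 protein (added as 0.2 uM solution) was preincubated with compound for 10 min at ambient temperature in 50 mM HEPES pH 7.5, 50 mM NaCl, 5 uM MgCl2, 0.05% BSA, 1 mM DTT. OMFP (added at 50 uM) then reacted 10 min; fluorescence read at 485/525 nm.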
KCNH2 3.1 block: inhibitors of human KCNH2 3.1 potassium channel isoform. activity change, % (tested at about 1.8 µM). actives 0.95% (n = 340,000). AID 720553. U2OS KCNH2 3.1, thallium flux FluxOr; stronger effect = lower value;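 active means maximum activity change below -70%; inconclusive means maximum activity change from -70% to -50%; inactive means maximum activity change above -50%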;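 further: thallium influx rate constant from kinetic fluorescence after stimulation buffer; on the % scale 0 is the no-effect control and ±100 the full control effect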
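Measured as rate of thallium-driven FluxOr signal in transduced U2OS cells carrying the 3.1 channel, read kinetically for 2 min upon stimulation; values are rate constants scaled to DMSO control wells.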
USP2a inh: blocks human ubiquitin-specific protease USP2a | USP2 core, Ub-CHOP2 coupled fluorogenic reporter, 485/531 | actives 0.01% (n = 330,000) | Potency, µM (titrated, usually from 38.3 µM), for inactives: at the highest dose activity change, negative = inhibition, usual class: inhibitors | O75604;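 further: potency means the concentration at half of the fitted maximal effect; plate controls were DMSO wells for no effect and full inhibition by NEM control for full effect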
Target sequence (O75604 whole entry, looked up): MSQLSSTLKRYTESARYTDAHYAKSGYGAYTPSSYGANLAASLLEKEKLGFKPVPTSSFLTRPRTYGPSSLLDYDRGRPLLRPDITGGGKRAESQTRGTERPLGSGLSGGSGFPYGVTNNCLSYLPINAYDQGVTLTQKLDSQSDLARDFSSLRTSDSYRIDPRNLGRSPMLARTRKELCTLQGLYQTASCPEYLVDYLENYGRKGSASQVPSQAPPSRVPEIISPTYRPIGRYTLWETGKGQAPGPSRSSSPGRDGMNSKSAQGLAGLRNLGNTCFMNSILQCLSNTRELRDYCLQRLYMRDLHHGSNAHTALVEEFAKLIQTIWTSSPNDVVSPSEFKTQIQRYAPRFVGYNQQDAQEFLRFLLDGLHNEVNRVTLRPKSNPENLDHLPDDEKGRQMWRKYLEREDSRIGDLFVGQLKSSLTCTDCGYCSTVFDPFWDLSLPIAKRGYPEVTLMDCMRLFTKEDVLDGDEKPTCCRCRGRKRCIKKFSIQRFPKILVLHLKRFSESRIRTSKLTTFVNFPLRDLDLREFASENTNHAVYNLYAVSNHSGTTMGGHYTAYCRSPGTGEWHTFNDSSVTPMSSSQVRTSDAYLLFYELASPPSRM
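Cell-free coupled assay: 10nM USP2 core preincubated 30min RT with compound in Tris-HCl pH 8.0/CaCl2/CHAPS buffer, then 25nM Ub-CHOP2 and 25nM reporter substrate; fluorescence (Ex 485/Em 531) read after 60min RT, normalized to NEM inhibition, concentration-response curves fitted.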
TRPV1 agonist: agonists of human vanilloid receptor 1 (TRPV1) | Q8NER1 | TRPV1-expressing cells, Fluo-8 calcium influx, agonist mode | activation, % at 8.33 µM | actives 0.19% (n = 320,000) | AID 540275; in the data active means activation above about 80%; inconclusive means between about 30% and that limit; further: 0% is about no effect
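Fluo-8 calcium influx in TRPV1-expressing cells, kinetic read (ex 480/em 520 nm). Compound added and read 3 min for agonist activity, followed by capsaicin at EC20 final and 2 min further read for enhancement.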
TSHR antag: antagonists of human thyroid stimulating hormone receptor; P16473; TSHR-expressing cells, TSH-stimulated cAMP HTRF, 2 h; stronger effect = lower value; activity change, negative = inhibition, % at 11.5 µM; actives 0.2% (n = 330,000);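 active means activity change below a set negative limit, meaning inhibition stronger than a set level, cut at about -70% in these data; inconclusive means activity change between two set negative limits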; further: on the % scale 0 is the no-effect control and ±100 the full control effect
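Freshly harvested TSHR cells receive pin-tooled compound, then EC80 TSH at 4nM final. After 2 hours at 37 deg C, antibody in lysis buffer and cAMP-d2 are added; 30 minutes at ambient temperature precede the HTRF read.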
hERG WT inh: blocks the wildtype human KCNH2 potassium channel; actives 0.37% (n = 340,000); U2OS, BacMam KCNH2, thallium flux FluxOr; stronger effect = lower value; activity change, % at 1.84 µM; Q12809;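 active means maximum activity change below -70%; inconclusive means maximum activity change between -70% and -50%; inactive means maximum activity change above -50%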; further: on the % scale 0 is the no-effect control and ±100 the full control effect
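U2OS cells were transduced with wild-type KCNH2 virus (2.03 x 10^8 / mL) for 4 h at room temperature, then cultured overnight at 37 C. Thallium flux was read with FluxOr dye. Rate constants were normalized to DMSO controls.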
TCR activator: activates T cell receptor signaling; AID 504894; 330,000 tested, under 10 active; primary human leukocytes, anti-CD3, IL-2 HTRF, 48 h; Potency, µM (series often up to 9.22 µM), for inactives: at the top dose activation of IL-2 secretion, actives largely listed as activators; further: % of control where 0% means no effect
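Activity was scored as IL-2 release from primary human leukocytes given only a TCR signal (a-CD3 beads) plus compound for 48 hr. Detection used a two-antibody HTRF format read at 665nm.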
Mito fusion act: inhibitors of mitochondrial division or activators of mitochondrial fusion; S. cerevisiae fusion-defective mutant growth rescue, CellTiterGlo 48 h; AID 485298; actives 0.23% (n = 320,000); Potency, µM (top dose mostly 46.1 µM), inactives show at the highest dose growth rescue (activation), most hits filed as activators;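 further: potency means the concentration at half of the fitted maximal effect; % of control where 0% means no effect; nearly all actives have a fitted effect of over 45% in size; temperature-sensitive fusion mutants such as fzo1-1 at 37 °C on non-fermentable ethanol glycerol medium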
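S. cerevisiae fusion-defective temperature-sensitive mutants (e.g. fzo1-1, mgm1-5) grown 48 h at 37C in YPEG (ethanol/glycerol non-fermentable) medium with 23 nl compound per well; growth rescue read as CellTiterGlo luminescence.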
* marks the source's active call; other numbers are inactive results; u = inconclusive; x = no result given; [ ] = another dose, or the depositor's remark. Unless noted, the call rests on the fitted dose curve; in most records, active means well fitted curve in the direction sought with a large enough effect; inconclusive means small, poorly fitted or top-dose-only effect, or another doubt; inactive means no such curve, though single readings can be large; an effect the other way counts as inactive or inconclusive. Some of the compounds tested, so the mix of outcomes need not match the whole.

SMILES | A-T KAP1 phos | ELG1 DNA repair | Eya2 inh | KCNH2 3.1 block | USP2a inh | TRPV1 agonist | TSHR antag | hERG WT inh | TCR activator | Mito fusion act
Cc1cc(=O)[nH]c(SCC(=O)N2CC3(C)CC2CC(C)(C)C3)n1 (stereo not drawn) | 24% | 13% | 5% | 11 | 2% | x | -1 | -8 | -7%[46.1 µM] | x
Cc1c(NC(=O)/C(C#N)=C/c2ccc(-c3cc(Cl)ccc3Cl)o2)c(=O)n(-c2ccccc2)n1C | -13% | 18µM* | 6% | 4 | 5% | -1 | -23 | 3 | 1%[46.1 µM] | -1%
CCN1C(=O)[C@H]2[C@@H](c3ccc(-c4ccccc4)c(OC)c3)N[C@@](CC(C)C)(C(=O)OC)[C@H]2C1=O | 9% | 0% | -2% | -10 | -7% | x | 7 | 3 | -3% | x
O=C(CSc1nnc(NC(=O)c2ccco2)s1)Nc1cccc(F)c1 | 3% | u | 8% | 2 | 2% | -1 | -13 | -13 | -7% | -4%
CC(C)Cn1c(N)c(C(=O)COC(=O)c2ccc(Br)cc2)c(=O)n(C)c1=O | 4% | 21µM* | -29% | -48 | 6% | x | -26 | 4 | 1% | x
COC(=O)c1[nH]c2c(c1C(=O)OC)CCc1ccccc1-2 | 27% | 5% | 9% | 6 | 1% | -4 | 2 | 7 | 1% | -1%
O=C(Nc1cc(-c2ccccc2)cs1)c1ccco1 | -14% | u | 7% | -7 | 2% | -3 | 11 | -2 | 3% | u
O=C(CSc1nnc(SCc2cccc3ccccc23)s1)c1ccc2c(c1)OCO2 | -4% | -1% | -1% | -4 | 2% | 0 | -10 | -6 | -2% | 2%
C/C(CC(=O)NC(C)(C)C)=N\NC(=O)COc1ccc(C)cc1Br | 1% | 2% | -7% | 6 | 0% | -1 | 4 | 10 | -12% | -4%
CCCn1nnc(NC(=O)c2cccc(Cl)c2)n1 | -3% | u | 11% | 4 | 0% | 12 | -4 | 2 | 9% | -3%
CC1CCN(S(=O)(=O)c2cc3c4c(c2)C(C)C(=O)N4CCC3)CC1 (stereo not drawn) | -1% | 10% | -9% | 11 | 5% | 1 | -3 | -4 | 5% | -2%
Cc1cc(NC(=O)CN2CCCCC2C)nc2c1c(=O)oc1ccccc12 (stereo not drawn) | 6% | -3% | -7% | x | 3% | 2 | 1 | x | x | 4%
CNC(=O)c1cnn(-c2nc(-c3ccc(OC)cc3)cs2)c1C(F)(F)F | -2% | 1% | 13% | -13 | 6% | 1 | -2 | x | -10% | 16%
COc1ccc(C(=O)Nc2ccc3c4c(cccc24)CC3)cc1 | 4% | u | u | x | 0% | -2 | -17 | 4 | -6% | 7%
Cc1cc(C)n2cc(CSc3nnc(N)s3)nc2n1 | 22% | 2% | 0%[15.4 µM] | 5 | 0% | -2 | 3 | -12 | 0% | 3%
O=C(Nc1ccc2c(c1)OCO2)C1CCN(C(=O)c2ccc(Br)cc2)CC1 | -2% | 11% | -4% | -35 | 4% | 27 | 3 | 28 | -11% | -6%
Cc1ccc(C)c(OCC(=O)Nc2ccc(S(=O)(=O)N3CCN(C)CC3)cc2)c1 | 0% | -6% | -20% | 6 | -1% | -4 | 5 | 4 | -1%[46.1 µM] | -6%
COc1cccc(-c2nc(CS(=O)(=O)CC(=O)NCC(C)c3ccccc3)c(C)o2)c1 (stereo not drawn) | 1% | -4% | -3% | 13 | 2% | -1 | 11 | 3 | 2% | 23%
Cc1ccc(C)c(NNC(N)=S)c1 | -1% | 10% | -7% | -13 | 0% | 2 | 13 | -3 | -2% | 2%
O=C(CCC1COc2ccccc2O1)NCC1COc2ccccc2O1 (stereo not drawn) | 4% | 4% | -5% | -5 | 0% | 9 | -13 | -3 | -5%[46.1 µM] | 9%
COc1ccc(C(=O)c2sc(Nc3ccccc3F)nc2N)cc1 | -18% | u | 2% | -11 | -1% | 21 | 3 | 1 | 0% | 4%
COc1cc(/C=C/c2cc(C(F)(F)F)[nH]c(=O)n2)cc(OC)c1OC | 15% | u | 3% | -3 | 4% | 1 | -16 | -8 | 9% | -4%
Cc1cc(C(=O)COC(=O)c2ccc[nH]c2=O)c(C)n1-c1ccccc1 | -6% | u | -6% | 0 | 3% | 1 | -2 | 4 | -5%[46.1 µM] | 1%
O=C(NC(=S)Nc1cccc(NC(=O)c2ccccc2Cl)c1)c1cccs1 | 0% | u | 0% | 10 | 1% | 4 | -2 | -22 | -1%[46.1 µM] | 0%
COc1ccc(/C=C2\CCCC(C(=O)C(F)(F)F)=C2O)cc1 | -3% | u | -22% | 4 | 2% | 1 | -8 | -6 | -5% | -6%

The list continues:
SMILES | A-T KAP1 phos | ELG1 DNA repair | Eya2 inh | KCNH2 3.1 block | USP2a inh | TRPV1 agonist | TSHR antag | hERG WT inh | TCR activator | Mito fusion act
COc1cc(SC)ccc1C(=O)NCC1CCCO1 (stereo not drawn) | -1% | u | 12% | 8 | 1% | -1 | -7 | -5 | 5% | 1%
Cc1cc(C)cc(OCC(=O)N/N=C/c2ccco2)c1 | -2% | 19% | -9% | 4 | 3% | 2 | 0 | -10 | -1% | 10%
CC(C)c1ccc(OCC(=O)NCCO)cc1 | 1% | u | -15% | -2 | -1% | u | 5 | 1 | 2%[46.1 µM] | 0%
O=C1C(=O)N(CCCn2ccnc2)C(c2ccccn2)/C1=C(/O)c1ccccc1 (stereo not drawn) | 10% | 4% | -16% | x | 0% | -3 | -9 | x | x | -3%
CN1CCN(c2ccc(NC(=O)c3cc(S(N)(=O)=O)ccc3N3CCOCC3)cc2)CC1 | -10% | u | -16% | 15 | 1% | -6 | 22 | 1 | 10% | -3%
COc1ccc(/C=C2\SC(c3ccc(C)cc3)=NC2=O)cc1OC | -8% | -18% | 6% | -1 | 1% | 7 | -10 | -29 | -4% | 2%
COc1ccc(-c2cc(C(=O)Nc3ccc(OC)c(OC)c3)no2)cc1 | -4% | 9% | -6% | 8 | 2% | -1 | 1 | 0 | -19% | -17%
CC(=O)C1C(c2ccc3ncccc3c2)NC(=O)NC1(O)C(F)(F)F (stereo not drawn) | -1% | 8% | 6% | -12 | -1% | -4 | 28 | 10 | -4%[46.1 µM] | 0%
CN(C)S(=O)(=O)c1cccc(NC(=S)Nc2ccc3cn[nH]c3c2)c1 | -16% | -5% | 7% | 1 | 3% | -2 | 10 | -7 | -4% | -1%
COc1ccc(/C=N\NC(=O)c2ccc([N+](=O)[O-])c(C)c2)cc1COc1ccccc1C(N)=O | 2% | u | 1% | x | -9% | -2 | 1 | 4 | -10% | 0%
CC(=O)N1CCc2cc(S(=O)(=O)NC(CC(C)C)C(=O)N3CCCC3)ccc21 (stereo not drawn) | 0% | 16% | 5% | -21 | 3% | 2 | -2 | -1 | 0% | 0%
CCO[C@@H]1OC(C(=O)Nc2ccccc2)=C[C@H](c2coc3ccccc3c2=O)[C@H]1CCCO | x | -25% | -7% | 0 | 0% | 1 | 23 | 17 | 1% | 6%
COc1cc2c(cc1NC(=O)CSc1nc3cc(Cl)ccc3s1)oc1ccccc12 | 4% | -16% | 3% | -3 | 4% | -2 | -3 | -2 | -2%[46.1 µM] | 1%
O=C(O)CSc1nc(-c2ccccc2)nc2c1CCCC2 | -7% | -5% | -14% | 6 | 0% | 8 | -16 | -33 | -2% | 1%
COc1ccc(N2CCN(S(=O)(=O)c3ccc4c(c3)CC(C)N4C(=O)C3CC3)CC2)cc1 (stereo not drawn) | 4% | u | -7% | 12 | -1% | 3 | -4 | -4 | -8% | -9%
Cc1cc(NC(=O)CCC(=O)N(CC(=O)NC2CCCC2)c2ccc(Cl)c(Cl)c2)no1 | 11% | -12% | -5% | -2 | -1% | 15 | 3 | 4 | -4% | 1%
N#Cc1ccsc1NC(=O)CSc1nnc(-c2ccccc2)o1 | 1% | 13% | -22% | -16 | -3% | -2 | -10 | 1 | -8% | 2%
Cc1ccc(Cl)cc1NC(=O)CSc1nncn1-c1ccccn1 | 19% | -1% | -12% | 3 | 0% | 1 | 2 | -10 | -4% | 0%
CCn1c(CNC(=O)c2ccc(OC)cc2)nnc1SCC(=O)c1ccccc1 | 26% | u | 7% | x | 2% | -2 | 24 | 6 | -9% | 11%
COc1ccccc1C(=O)CN1C(=O)NC2(CCCc3ccccc32)C1=O (stereo not drawn) | -3% | -9% | -7% | 16 | -1% | x | -4 | -4 | 0% | x
CC(Sc1nnc(COc2ccccc2)n1Cc1ccccc1)C(=O)O (stereo not drawn) | -2% | 10% | 3% | 18 | -1% | 2 | 39 | -13 | -6% | 1%
O=C(COC(=O)c1ccc(Cl)nc1)NC(=O)c1ccc(OC(F)F)cc1 | 0% | 12% | -10% | 63 | 1% | -1 | -6 | 3 | -5% | -2%
